# Screening data (PubChem BioAssay)
# Lipid droplet: hepatic lipid droplet formation modulation; AML12 mouse hepatocytes, oleate lipid droplets, BODIPY imaging; inhibition, % at 6.5 µM; 240,000 tested, 0.4% active;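 active means lipid droplet intensity inhibited by at least 50%, with more than 500 cells counted; inconclusive means wells with under 300 cells, treated as cytotoxic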
#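 Assay system: AML12 hepatocytes (mouse) / Also added: 100 µM oleic acid challenge / Times: overnight treatment with compound plus oleate / Detection: high-content imaging of BODIPY-stained droplets and DAPI nuclei / Evaluation: % inhibition of lipid droplet signal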
# Lipid droplet cells 6.5 µM: recorded beside Lipid droplet, whose call it bears; cell count; measured here: cell count, cytotoxicity flag;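 cells counted across two imaged fields per well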
# Numbers without * were called inactive; ? = inconclusive; . = no result given. The list is partial; rates above refer to the full screens.
SMILES,Lipid droplet,Lipid droplet cells 6.5 µM
CCn1cc(C(=O)N[C@H](C(=O)O)C(C)C)c(=O)c2cc3c(cc21)OCO3,-1.3,406
Cc1ccc(C)c(-c2ccc(=O)n(Cc3cccc(Br)c3)n2)c1,0.0,847
S=C(Nc1cc(Cl)cc(Cl)c1)NC1CCN(Cc2ccccc2)CC1,-7.8,777
CN1CCN(c2ccc(NC(=O)CSc3nnnn3-c3ccccc3Cl)cc2)CC1,-0.4,752
CCCc1cc(=O)[nH]c(SCC(=O)Nc2sc3c(c2C#N)CCCC3)n1,0.0,795
CN(CC(=O)NCCCN1CCOCC1)S(=O)(=O)c1cc(Cl)ccc1Cl,2.5,677
CCOc1ccc(N(CC(=O)NCc2ccccc2)S(=O)(=O)c2ccc(C)cc2)cc1,-5.9,785
Cc1nc2cc(C(F)(F)F)ccc2n1CCNc1nc(-c2ccc([N+](=O)[O-])c(Cl)c2)cs1,-9.4,763
COc1cc(CCC(=O)Nc2ccncc2Cl)cc(OC)c1OC,-2.8,795
CC1Oc2ccccc2N(CC(=O)N2CCCCCC2)C1=O (configuration not stated),-19.4,733
COc1ccc(/C=N/N(c2ccccc2)c2ccccc2)cc1O,4.7,705
Cc1cc(Br)ccc1NC(=O)CN(C)C(=O)c1cc(S(=O)(=O)N(C)C)ccc1N1CCCC1,-60.1,594
COc1ccc(C(=O)Nc2ccc(C(=O)N3CCCCC3C)cc2)c(OC)c1OC (configuration not stated),-0.5,722
Cc1ccccc1N(C)S(=O)(=O)c1nnc(NC(=O)c2ccco2)s1,2.5,664
CCOC(=O)/C=C/C(=O)Nc1ccc(S(=O)(=O)Nc2nccs2)cc1,6.3,839
CC(=O)c1cccc(NC(=O)c2ccc3c(c2)OCO3)c1,-7.0,809
Cc1ncc(CO)c2c1Oc1nc(-c3ccccc3)nc(SCC(=O)N(C)c3ccccc3)c1C2,-0.7,672
COCCNc1nc(N2CCCCC2)c2cnn(C)c2n1,2.9,699
COc1cc(NC(=O)Cc2cccc3ccccc23)c(C(=O)O)cc1OC,2.4,853
Cc1cccc(C(=O)N2CCCC(N3CCN(c4ccc(F)cc4)CC3)C2)n1 (configuration not stated),-10.6,765
O=C(NC1CC2CCCC(C1)N2C(=S)Nc1ccccc1)C1CC1 (configuration not stated),-6.1,794
CC1(C)CC2CC(C)(CN2C(=O)c2cc(-c3ccccc3)on2)C1 (configuration not stated),-12.3,781
CCOCCCNC(=O)c1ccc2c(c1)ncn2-c1ccc(C)cc1C,-0.7,752
CCOC(=O)CN1C(=O)N(c2ccccc2OC)S(=O)(=O)c2ccccc21,4.0,847
Cc1cc2c(cc1S(=O)(=O)CCC(=O)N1CC(C)CC(C)C1)OCC(=O)N2 (configuration not stated),-1.0,698
Cc1ccc(S(=O)(=O)N2CCN(C(=O)c3sccc3-c3ccccc3)CC2)cc1,-22.6,695
Cc1ccc(S(=O)(=O)NCC(=O)NCCc2c[nH]c3ccccc23)cc1C,7.6,651
COc1ccc(CNc2ncc(-c3cccc([N+](=O)[O-])c3)n2C)c(OC)c1OC,-3.5,787
COc1cc(/C=C/C(=O)NC(=O)c2ccccc2O)ccc1O,-0.7,660
COC(=O)c1cc(C)sc1NC(=O)CN1CCN(C(=O)C2CCCO2)CC1 (configuration not stated),-6.7,675
CCN(CC)CCN(C(=O)c1ccc(C(=O)c2ccccc2)cc1)c1nc2cc3c(cc2s1)OCO3,-1.8,867
CC(NC(=O)c1cc2ccccc2oc1=O)c1ccc(O)cc1 (configuration not stated),4.8,839
Cc1cc(=O)oc2c(C)c(OC(C)C(=O)NCCCN3CCOCC3)ccc12 (configuration not stated),13.2,696
Cc1nc2c(c(C)nn2-c2ccccc2)c(C)c1CCC(=O)NCCCOC(C)C,13.4,851
O=C(NCCc1ccc(C(F)(F)F)cc1)C1CCC(=O)N(CCc2cccc(F)c2)C1 (configuration not stated),-7.7,652
COc1ccccc1C(=O)Nc1ccc2c(c1)nc(CCNC(=O)c1ccco1)n2C,-1.4,823

# Reformatted field by field: entries from further up.
Cc1ccc(S(=O)(=O)NCC(=O)NCCc2c[nH]c3ccccc23)cc1C
  Lipid droplet = 7.6
  Lipid droplet cells 6.5 µM = 651

COc1ccc(CNc2ncc(-c3cccc([N+](=O)[O-])c3)n2C)c(OC)c1OC
  Lipid droplet = -3.5
  Lipid droplet cells 6.5 µM = 787

COc1cc(/C=C/C(=O)NC(=O)c2ccccc2O)ccc1O
  Lipid droplet = -0.7
  Lipid droplet cells 6.5 µM = 660

COC(=O)c1cc(C)sc1NC(=O)CN1CCN(C(=O)C2CCCO2)CC1 (configuration not stated)
  Lipid droplet = -6.7
  Lipid droplet cells 6.5 µM = 675

# Other structures.
SMILES,Lipid droplet,Lipid droplet cells 6.5 µM
COC(Cc1ccccc1N1CCCC1=O)OC,-5.4,752
COc1nnc(-c2ccc(C)cc2)c2ccccc12,2.7,806
CC(C)Sc1nnc(NC(=O)c2ccc3c(c2)OCO3)s1,-13.0,542
O=C(Cn1nc(-c2cccs2)ccc1=O)Nc1ccc(Br)cc1,17.6,867
COc1ccc(OC)c(CC(=O)N2CCc3cc(OC)c(OC)cc3C2)c1,3.9,660
O=C(/C=C/c1ccccc1)OCN1C(=O)c2ccccc2C1=O,-3.6,797
CCCn1c(/C=C/c2cc[n+](C)cc2)nc2ccccc21,-7.3,790
O=C(O)c1cccc(NC(=O)c2cccc(S(=O)(=O)N3CCc4ccccc43)c2)c1,-6.3,851
COc1ccccc1/C=C(\NC(=O)c1cccc(C)c1)C(=O)Nc1ccccn1,-1.8,807
COc1cc(CCC(=O)OCC(=O)N(CCC#N)c2ccccc2)cc(OC)c1OC,-24.7,706
COc1cc(Br)c(C2CC(=O)Nc3cc(OC)c(OC)cc32)cc1OC (configuration not stated),-1.7,818
O=C(c1ccc(NS(=O)(=O)c2cccc(F)c2)cc1)N1CCCCC1,37.0,743
CN(C)c1ccc(NC(=O)CCN2CCN(c3ccccn3)CC2)cc1,1.5,819
O=C(CCCc1ccccc1)N=C1SC2CS(=O)(=O)CC2N1c1ccccc1 (configuration not stated),-0.3,722
O=C(O)c1ccc(N=Nc2c(O)ccc3ncccc23)cc1,9.5,841
CCOc1ccc(N(CC(=O)NCC2CCCO2)S(=O)(=O)c2ccc(C)cc2)cc1 (configuration not stated),-2.1,785
Cc1cccc(-n2c(SCC(N)=O)nnc2-c2ccco2)c1,1.1,794
CC(Cc1cccnc1)NC(=O)c1cc(COc2ccc(F)cc2Cl)on1 (configuration not stated),19.3,635
O=C(NCc1ccccn1)c1ccc(Cl)c(NC2=NC3CS(=O)(=O)CC3S2)c1 (configuration not stated),24.1,695
CN1C(=O)Cc2cc(S(=O)(=O)Nc3ccc(Cl)cc3)ccc21,0.5,768
C/C(=N/NS(=O)(=O)c1cc(C)ccc1C)c1ccc2c(c1)OCO2,-4.9,881
O=C(O)C1(S(=O)(=O)c2ccc(Cl)cc2)CCC1,-0.9,772
Cc1ccc(C)c(S(=O)(=O)N2CCN(C(=O)c3cncc(Br)c3)CC2)c1,0.7,815
O=C1c2ccccc2C(=O)N1Nc1ccc([N+](=O)[O-])cc1[N+](=O)[O-],-2.9,799
CCOc1cc(C(=O)NN2CCOCC2)cc(OCC)c1OCC,8.0,805
COc1ccc(CNC(=O)C2CCCN(c3nn4c(=O)cc(C)nc4s3)C2)cc1 (configuration not stated),5.0,675
COc1ccc(OC)c(NC(=O)NNC(=O)COc2ccc(F)cc2F)c1,-1.7,843
COc1ccc(-c2cc(C(=O)N3CCN(C(=O)c4ccco4)CC3)[nH]n2)cc1,9.1,687
CS(=O)(=O)N(CC(=O)N1CCc2ccccc2C1)c1cccc([N+](=O)[O-])c1,-6.8,792
CCc1nn2c(=O)c(S(=O)(=O)Nc3ccccc3)c(C)nc2s1,-0.9,817
O=C(Nc1ccc([N+](=O)[O-])cc1)Nc1ccon1,?,.
Cc1ccc(NC2CCCN(C(=O)c3ccc4nccnc4c3)C2)cc1C (configuration not stated),12.7,677
COCc1ccc(C(=O)N2CCCC(Nc3ccc4c(c3)OCCO4)C2)o1 (configuration not stated),-1.9,780
CCOC(=O)c1ccsc1NC(=O)c1ccco1,23.5,687
COc1cc(C(=O)Nc2cccc(-n3cnnn3)c2)cc(OC)c1OC,-30.1,750
CC(=O)N1CCN=C1SCc1cccc(F)c1,9.9,640
C=CCn1c(SCC(=O)NCCCO)nc2sc3c(c2c1=O)CCC3,-0.1,788
O=C(CSc1nnc(CNc2ccc(F)cc2)n1CC1CCCO1)N1CCOCC1 (configuration not stated),0.6,789
COc1cccc(-c2cc(C(=O)N3CCN(Cc4ccc5c(c4)OCO5)CC3)on2)c1,-8.1,817
CCCCn1c(=O)[nH]c(=O)c2c1nc(-c1ccccc1OC(F)F)n2C,-9.4,786
Cc1cccc(C)c1CC(=O)N1CCOCC1,-1.8,830
CCN(CC)C(=O)Cn1cc(S(=O)(=O)CC(=O)N2CCOCC2)c2ccccc21,-6.5,687
COc1ccc(-n2c(SCC(=O)NCC3CCCO3)nc3c([nH]c4ccccc43)c2=O)cc1OC (configuration not stated),-6.6,845
COc1ccc(CN2CCNC(=O)C2CC(=O)NC2CCC2)c(OC)c1 (configuration not stated),22.8,649
Cc1nn(C(C)C(=O)NC2CCCCC2)c(=O)c2nn(-c3ccccc3)c(C)c12 (configuration not stated),-20.8,625
CCC(C(=O)NC1CCCC1)N(C(=O)Cn1nnc(-c2ccc(C)o2)n1)c1ccc(F)cc1 (configuration not stated),-13.7,787
Cc1c(C(=O)N/N=C/c2cccnc2)sc(N)c1C#N,-1.8,811
COc1ccc(-n2c(=S)[nH]c3cc(C(=O)NCc4cccnc4)ccc3c2=O)c(OC)c1,24.0,769

# Compound profiles, as listed above. Screens in order: Lipid droplet | Lipid droplet cells 6.5 µM
# Cc1nc2c(c(C)nn2-c2ccccc2)c(C)c1CCC(=O)NCCCOC(C)C as listed: 13.4 | 851
# COC(Cc1ccccc1N1CCCC1=O)OC as listed: -5.4 | 752
# CS(=O)(=O)N(CC(=O)N1CCc2ccccc2C1)c1cccc([N+](=O)[O-])c1 as listed: -6.8 | 792
# CC(C)Sc1nnc(NC(=O)c2ccc3c(c2)OCO3)s1 as listed: -13.0 | 542
# COCCNc1nc(N2CCCCC2)c2cnn(C)c2n1 as listed: 2.9 | 699

# The results go on:
SMILES,Lipid droplet,Lipid droplet cells 6.5 µM
Cc1ccc(Oc2nc3ccccn3c(=O)c2/C=C(\C#N)C(=O)NC2CCS(=O)(=O)C2)c(C)c1 (configuration not stated),10.1,721
Cc1oc2c(CN3CCCCC3C)c(O)ccc2c(=O)c1-c1ccc(Br)cc1 (configuration not stated),-26.2,752
CCCn1nnnc1NCc1ccccc1C,-3.1,794
CC1CCN(C(=O)CSc2nc(C3CC3)nc3ccccc23)CC1,-32.7,704
CCC(C)C(NS(=O)(=O)c1ccc(C)cc1)C(=O)N1CCOCCOCCOCC1 (configuration not stated),-7.7,801
CC1CCCN(S(=O)(=O)c2cccc3nonc23)C1 (configuration not stated),-7.3,712
O=C(Cc1ccc(Br)cc1)N1CCOCC1,4.2,823
COc1ccc(S(=O)(=O)N2CCCCCC2)cc1C(=O)N(C)CC(=O)Nc1cc(C)ccc1C,10.7,591
Cc1ccc(C(=O)Nc2ccccc2C(=O)NCC2CCCO2)cc1 (configuration not stated),44.2,849
Cc1ccc(C)c(Cn2c3ccccc3c3cnn(CC(=O)NCc4ccccn4)c(=O)c32)c1,-13.4,695
CN1C(=O)C(C)(C)c2cc(S(=O)(=O)N3CCN(c4ccc(F)cc4)CC3)ccc21,9.0,755
O=C(CNC(=O)c1ccccc1)NCCc1ccc(O)c(O)c1,-2.1,799
Cc1ccccc1-n1ncc2c1CC(C)(C)CC2NC(=O)CCCN1CCCC1=O (configuration not stated),-1.5,729
COc1ccc(C(=O)O/N=C(\N)c2ccc(OC)c(OC)c2)c(OC)c1,-20.9,779
Cc1ccc(C)c(-c2nnc(NC(=O)Cc3ccccc3)o2)c1,-6.3,724
Cc1ccc2c(c1)N(C(=O)CCC(=O)NCCCN(C)Cc1ccccc1)CCO2,-0.5,737
Cc1cc(C)c(C(=O)C(C)OC(=O)Cc2n[nH]c(=O)c3ccccc23)cc1C (configuration not stated),-45.1,659
O=C(O)c1ccccc1CSc1nc2ccccc2[nH]1,-1.1,789
COc1ccc(N2C(=O)C3CCCN3C2=S)cc1 (configuration not stated),12.3,596
CC(C)OCCCNC(=O)c1cn(C)c2ccc(S(=O)(=O)N(C)C3CCCCC3)cc2c1=O,4.4,714
Cc1n[nH]c(C)c1CCCCOc1ccc([N+](=O)[O-])cc1,4.4,821
O=C(Nc1cccc(O)c1)C1CC(c2c(F)cccc2Cl)=NO1 (configuration not stated),-1.1,791
Cc1ccc2c(c1)N(C(=O)CCC(=O)N1CCOCC1)CC(C)O2 (configuration not stated),-11.4,807
Cc1ccc(S(=O)(=O)NCCc2ccncc2)cc1[N+](=O)[O-],4.0,817

# Three compounds already listed, arranged by SMILES length, low to high.
SMILES,Lipid droplet,Lipid droplet cells 6.5 µM
COc1ccc(N2C(=O)C3CCCN3C2=S)cc1 (configuration not stated),12.3,596
O=C(O)c1ccccc1CSc1nc2ccccc2[nH]1,-1.1,789
Cc1n[nH]c(C)c1CCCCOc1ccc([N+](=O)[O-])cc1,4.4,821

# Next part.
SMILES,Lipid droplet,Lipid droplet cells 6.5 µM
Cc1ccccc1-c1nc(CS(=O)(=O)CC(=O)NC(C)c2ccccc2)c(C)o1 (configuration not stated),12.5,707
CCOC(=O)c1ccc(NC(=O)CSc2nc(N)c(NC(=O)c3ccc(Br)o3)c(=O)[nH]2)cc1,1.1,711
CC(C)CCNc1nc(N)c([N+](=O)[O-])c(N2CCCCCC2)n1,-15.6,825
Cc1cc(C)c(C)c(S(=O)(=O)N2CCC(C(=O)Nc3ccc(S(=O)(=O)N4CCOCC4)cc3)CC2)c1C,-16.2,624
Cc1ccc(C)c(S(=O)(=O)Nc2ccc(O)c3ccccc23)c1,-0.5,775
CCC(C)c1ccc(NC(=S)N2CCN(S(C)(=O)=O)CC2)cc1 (configuration not stated),-0.8,878
CCn1cc(/C=C(\NC(=O)c2ccc(OC)cc2)C(=O)N2CCOCC2)c2ccccc21,-10.1,692
